CCT modulator: cytosolic chaperonin activity modulation; purified chaperonin ATPase assay, HTRF ADP detection, 30 min; actives 0.3% (n = 360,000); activity change, % (test concentration not listed), hits read low; AID 651819; in the data active = activity change below about -30%; also: % is scaled to controls: 0 for no effect and ±100 for the full control effect
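First, chaperonin was dispensed at 40 nM or 20 nM final depending on batch activity. Next, compounds were pinned at 76 uM and ATP added at 10 uM. After 30 min at 37 °C, ADP detection reagents ran 30 min at ambient temperature.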
EPAC1 antagonist: EPAC1 (human) antagonism | O95398 | EPAC1 GEF assay, Rap1b-BODIPY-GDP exchange fluorescence | Potency, µM (highest dose often 115 µM), inactives show at the highest dose activity change, negative = inhibition, most hits filed as inhibitors | actives 0.14% (n = 360,000) | AID 720709;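 also: potency is read from the fitted curve at half-maximal effect; plate controls were vehicle for no effect and positive control for full effect; nearly all actives have a fitted effect of over 50% in size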
WRN inhibitor: inhibitors of human WRN helicase; Potency, µM (top dose mostly 114 µM), without a hit: at the top dose activity change, negative = inhibition, actives largely listed as inhibitors; Q14191; AID 651768; actives 0.46% (n = 360,000); WRN helicase unwinding, fluorescent forked duplex, kinetic; also: potency is read from the fitted curve at half-maximal effect; % is scaled to controls: 0 for no effect and ±100 for the full control effect; nearly all actives have a fitted effect of over 55% in size
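Fluorescence dequenching readout, ex 525 nm/em 598 nm, kinetic mode: forked duplex DNA (100 nM final) with adjacent fluorophore and quencher unwound by WRN (20 nM final) with 2 mM ATP. Compound preincubation 15 min, room temperature.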
IL-2 act: IL-2 activation; IL-2 activation reporter assay, cell-based qHTS; stimulated with anti-CD3/CD4/CD28 beads; in transgenic mouse T cells; activation, % (series mostly up to about 46 µM); actives 0.065% (n = 360,000); AID 652025; in the data active = activation above about 50%; inconclusive = mostly about 30% to 49%; also: 0% is about no effect
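Unstimulated transgenic mouse T cells, 750 per well, received compound and, after 60 minutes, anti-CD3/anti-CD4 bead plus anti-CD28 stimulation. EGFP and DsRed were quantified after 18 hours.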
PLK1 PBD block: inhibitors of human PLK1 polo-box domain binding; P53350; Plk1 PBD binding of FITC phosphopeptide, fluorescence polarization; Potency, µM, for inactives: max response, negative = inhibition, actives largely listed as inhibitors; actives 2.8% (n = 360,000); AID 720504; also: potency is read from the fitted curve at half-maximal effect; series mostly up to about 57 µM; % is scaled to controls: 0 for no effect and ±100 for the full control effect; nearly all actives have a fitted effect of over 65% in size
Target sequence (P53350 whole entry, looked up, the tested form may be a part): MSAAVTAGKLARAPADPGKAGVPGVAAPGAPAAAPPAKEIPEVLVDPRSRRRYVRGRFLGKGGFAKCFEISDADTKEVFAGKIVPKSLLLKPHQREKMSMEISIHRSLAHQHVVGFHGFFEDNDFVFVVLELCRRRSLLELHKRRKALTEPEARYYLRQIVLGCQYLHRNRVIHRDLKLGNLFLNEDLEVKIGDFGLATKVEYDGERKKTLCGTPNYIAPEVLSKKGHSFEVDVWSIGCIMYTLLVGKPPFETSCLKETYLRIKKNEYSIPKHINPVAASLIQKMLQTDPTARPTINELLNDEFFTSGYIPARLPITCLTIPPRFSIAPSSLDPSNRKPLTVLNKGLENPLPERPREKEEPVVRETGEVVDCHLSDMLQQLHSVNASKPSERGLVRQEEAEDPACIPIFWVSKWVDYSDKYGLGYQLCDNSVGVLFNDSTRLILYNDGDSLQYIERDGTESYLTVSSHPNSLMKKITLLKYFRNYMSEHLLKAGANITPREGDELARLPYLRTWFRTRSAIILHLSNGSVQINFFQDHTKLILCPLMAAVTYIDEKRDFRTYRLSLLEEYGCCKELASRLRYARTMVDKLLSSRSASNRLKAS
EPAC2 agonist: activates human EPAC2 exchange factor. Q8WZA2. EPAC2 activation, biochemical qHTS; response scale: 100% = 6.5 mM cAMP response. Potency, µM (series often up to 154 µM), for inactives: top-dose activation, hits mostly activators. actives 0.079% (n = 360,000). AID 720711; also: potency is read from the fitted curve at half-maximal effect; nearly all actives have a fitted effect of over 50% in size
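Exchange assay: 100 nM EPAC2 with 250 nM Rap1B-BODIPY-GDP and 50 uM GDP. Fluorescence (ex 480/em 540 nm) read every 5 min for 30 min at room temperature. Data normalized to 6.5 mM cAMP as agonist control.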
EPAC1 ag: EPAC1 (human) agonism; EPAC1 agonist qHTS, biochemical assay; response scale: 100% = response to 6.5 mM cAMP; AID 720707; actives 0.073% (n = 360,000); Potency, µM (top dose mostly 154 µM), without a hit: at the top dose activation, usual class: activators; also: potency is read from the fitted curve at half-maximal effect; nearly all actives have a fitted effect of over 60% in size
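Nucleotide exchange by EPAC1 (100 nM) on Rap1B–BODIPY-GDP (250 nM) in the presence of 50 uM GDP is tracked fluorescently at 480/540 nm over 30 min. Signals are normalized to a 6.5 mM cAMP control.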
PI5P4Ka inh: PI5P4K alpha (human) kinase inhibition; P48426; PI5P4Kalpha enzyme, ADP-Glo luminescence, 60 min; stronger effect = lower value; max response, %; actives 1.2% (n = 330,000); AID 652105; active = max response of -50% or lower; inconclusive = between -30% and -50%; inactive = -30% or higher; also: value at the top dose of about 77 µM; % is scaled to controls: 0 for no effect and ±100 for the full control effect
Target sequence (P48426 whole entry, looked up): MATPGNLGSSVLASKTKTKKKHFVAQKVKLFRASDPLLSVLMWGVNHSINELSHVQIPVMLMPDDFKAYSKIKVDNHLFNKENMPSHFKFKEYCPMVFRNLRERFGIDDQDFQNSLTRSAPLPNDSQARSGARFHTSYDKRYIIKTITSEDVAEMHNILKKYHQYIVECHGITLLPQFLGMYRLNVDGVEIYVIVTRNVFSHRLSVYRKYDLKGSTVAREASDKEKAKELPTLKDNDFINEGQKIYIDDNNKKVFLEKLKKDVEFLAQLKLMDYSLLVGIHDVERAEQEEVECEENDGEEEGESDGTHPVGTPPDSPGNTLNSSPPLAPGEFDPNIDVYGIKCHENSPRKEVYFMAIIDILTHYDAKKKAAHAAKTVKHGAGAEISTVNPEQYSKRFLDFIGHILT
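Enzyme plus substrate dispensed, test compounds pinned in, then ATP (5 microM final) added. After 60 min at RT, ADP-Glo reagent 1 for 45 min and reagent 2 for 30 min preceded luminescence imaging.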
* marks the source's active call; other numbers are inactive results; ? = inconclusive; · = no result given; [ ] = remark or other dose. Unless noted, calls follow the shape of the dose curve; as a rule, active = well fitted curve in the direction sought with a large enough effect; inconclusive = small, poorly fitted or top-dose-only effect, or another doubt; inactive = no such curve, though single readings can be large; an effect the other way counts as inactive or inconclusive. Only part of the results is shown; count on the stated rates, not on these rows.

SMILES | CCT modulator | EPAC1 antagonist | WRN inhibitor | IL-2 act | PLK1 PBD block | EPAC2 agonist | EPAC1 ag | PI5P4Ka inh
O=C(NCc1cccc(Cl)c1)c1ccc(-c2ccc(F)c(F)c2)c2ccoc12 | -2.0 | 3% | -4% | 0.3 | 3% | 16% | 13% | 12
CCOc1ccccc1NC(=S)NCc1ccccc1 | 1.5 | -7% | 9% | -3.6 | -9% | -4% | -1% | 4
CCc1cccc2c(C(=O)COC(=O)c3ccc(O)cc3)c[nH]c12 | 1.4 | -16% | 0% | 0.4 | -1% | -1% | -11% | 4
O=C(COC(=O)c1ccccc1Br)NCCc1ccc(F)cc1 | -0.5 | -3% | -15% | -3.2 | -3% | 17% | 10% | -6
O=C(CSc1ccsc1[N+](=O)[O-])NC1CCCC1 | -4.1 | -4% | -6%[11.6 µM] | -0.5 | -18% | 2% | 4% | ?
COc1ccc(C(=O)NCCOc2cccc(OC)c2)cc1 | 0.4 | -14% | 11% | -1.7 | -2% | 5% | -1% | -6
O=C(CSc1nnc(-c2ccccn2)n1-c1ccccc1)Nc1ccc2c(c1)OCO2 | -9.6 | 2% | -9% | -0.1 | -6% | 0% | 0% | 1
O=C(CN(c1ccccc1)S(=O)(=O)c1ccccc1)Nc1ccccc1C(=O)NCc1ccco1 | -2.8 | -21% | -27% | -0.6 | -2% | 11% | 12% | 9
O=C(CSc1nnc2scc(-c3ccccc3)n12)Nc1ccc2c(c1)OCCO2 | -0.7 | -10% | -18% | -2.7 | 3% | 13% | 9% | ·
CC(=O)Nc1ccc(S(=O)(=O)Nc2nc3ccccc3nc2Nc2ccc(S(N)(=O)=O)cc2)cc1 | -8.5 | -9% | -12% | -2.6 | -23% | 13% | -8% | -7
O=C(/C=C/c1ccccc1Cl)Nc1ccc2c(c1)C(=O)NC2=O | -1.2 | -29% | ? | -1.5 | ? | 10% | -7% | -26
OCC1OC(O)CC(O)C1O (stereo not drawn) | -0.4 | 8% | 5% | 0.7 | -2% | 3% | -9% | -1
O=S(=O)(NCC1CC1)c1ccc(F)c(Cl)c1 | -1.4 | -14% | 5% | 0.0 | -8% | 7% | 2% | 6
C/C(=N/NC(=O)CCc1ccccc1)c1ccco1 | -1.8 | 0% | 8% | -1.7 | -12% | 15% | 4% | -1
COc1cc(C(=O)Nc2ccc(C(=O)NCC3CCCO3)cc2)cc(OC)c1OC (stereo not drawn) | -1.4 | -2% | 11% | 0.2 | 4% | -8% | -1% | 3
CC(=O)N[C@H]1[C@H]([C@H](O)[C@H](O)CO)O[C@](O)(C(=O)O)C[C@@H]1O | -0.6 | -20% | -2% | 0.5 | -9% | 5% | 1% | -1
CC(NCC(=O)Nc1ccccc1C(=O)NC1CC1)c1ccc(Cl)cc1 (stereo not drawn) | -0.4 | -6% | 2% | -1.9 | 5% | -3% | -6% | 2
CCCCN=C1CC(C)(C)CC(=O)/C1=C(/O)CCC | -0.4 | 17% | -6% | -0.6 | 3% | 1% | -5% | 1
COc1ccc(NC(=O)CS(=O)c2ccc(Cl)c(Cl)c2)cc1 (stereo not drawn) | -0.4 | 9% | 3% | 0.7 | 1% | -5% | -6% | 0
CCN(CCNC(=O)C1CCCN(c2ncnc3c2nc2n3CCCCC2)C1)Cc1ccccc1 (stereo not drawn) | -3.8 | -1% | 3% | -0.4 | -6% | 13% | 3% | 0
COC(=O)CN1C(=O)N/C(=C/c2ccccc2OC)C1=O | -1.0 | 5% | -3% | -2.2 | 0% | 6% | 2% | 5
CCOC(=O)/C(C#N)=C/c1c[nH]c2ccccc12 | -1.5 | ? | ? | 0.5 | -11% | 0% | -25% | 4
CC(C)C[C@H]1CN(CCCC[C@H]2CNC(=O)C(=O)N2CC2CCCCC2)C(=O)C(=O)N1CCC1CCCCC1 | -1.2 | 1% | -3% | 0.1 | -6% | -12% | 9% | -2
COCCCNC(=O)Nc1ccc2c(c1)N(C)C(=O)CS2 | -1.6 | -2% | 1% | -1.7 | -6% | 2% | -1% | 2
Cc1cc(-c2nnc(SCC(=O)Nc3ccccc3Cl)n2C)no1 | -1.1 | 18% | 6% | -1.4 | 5% | 7% | 1% | -5
CC1CCc2nc3ccccc3c(C(=O)OCC(=O)N(C)C3CCS(=O)(=O)C3)c2C1 (stereo not drawn) | -1.4 | 2% | -21% | -0.1 | 2% | 1% | -1% | -2
CCOC(=O)c1sc(=NC(=O)/C=C/c2cccs2)n(C)c1C | -0.5 | 0% | 3% | -3.4 | 27µM* | 9% | 9% | -2
CC(=O)c1ccc(NC(=O)COc2ccccc2C(=O)Nc2ccccc2)cc1 | -6.2 | -25% | -27% | -3.7 | 6% | 4% | 1% | 10
CN1N=C2c3ccccc3CCC2C1c1ccc(C(F)(F)F)cc1 (stereo not drawn) | -1.7 | -2% | 8% | 2.6 | 3% | 1% | 6% | 0
O=C(CN1CCCCCC1)OCCN=C1NS(=O)(=O)c2ccccc21 | 2.2 | 12% | -10% | -0.6 | -3% | -2%[15.6 µM] | -1% | 8
O=C(O)C(Cc1ccccc1)N1C(=O)C2CCCCC2C1=O (stereo not drawn) | -1.3 | 11% | 4% | -0.5 | -16% | 7% | 3% | -5
Cc1nc(-c2cc(-c3nc(-c4cc(C(F)(F)F)cc(C(F)(F)F)c4)no3)no2)cs1 | -0.7 | -20% | 2% | 0.7 | -3% | -10% | 9% | 0
COc1ccccc1C(=O)NCCCn1cc(Br)c(C)n1 | -8.2 | 4% | 0% | -1.2 | 2% | -6% | -3% | ·
Cc1cc(C)cc(-n2nnnc2-c2cn(C)nc2C(F)(F)F)c1 | -2.4 | -2% | 4% | 1.1 | -1% | -4% | -6% | -4
CCCc1cc(=O)[nH]c(Nc2ccc(O)cc2)n1 | -0.8 | 4% | 3% | -2.5 | -9% | 1% | -4% | ·
Cc1cc([N+](=O)[O-])nn1CC(=O)NC1CCCCC1 | -0.7 | 9% | 5% | -0.6 | -1% | 10% | -2% | -2
COc1cc(S(=O)(=O)NC2CC(C)(C)NC(C)(C)C2)c(OC)cc1Cl | -1.6 | 13% | 8% | 1.1 | -7% | 5% | 11% | 2
c1ccc(/N=C2\N=C(Nc3ccccn3)c3ccccc32)nc1 | 0.8 | -9% | -13% | -0.3 | 0% | -5% | -2% | -4
Cc1cccc(C)c1NC(=O)COC(=O)c1ccccc1[N+](=O)[O-] | 2.3 | -4% | -8% | -2.9 | -4% | 1% | 8% | 1
COc1ccc(C(=O)C[n+]2cccc3cc(OC)ccc32)cc1 | 0.8 | -5% | 8% | -1.3 | 6% | 11% | -5% | -5
Cc1ccc(NC(=O)C2CCN(C(=O)c3ccccc3C)CC2)nc1 | -2.1 | -4% | -4% | -2.3 | -15% | 4% | 6% | 3
CC(=O)N1CCC2(CC1)CC(=O)c1cc(OCC(=O)NCc3ccc(C)cc3)ccc1O2 | -0.1 | -1% | 4% | 1.9 | -7% | 3% | 4% | ·
CC(C)CC1=NN2C(=N)/C(=C\c3coc4ccccc4c3=O)C(=O)N=C2S1 | -4.6 | 97%[activator] | ? | 2.4 | -7% | 63µM* | 63µM* | -53*
O=C(Nc1ccccc1)c1ccc(N2CCN(c3ccccc3)CC2)c(S(=O)(=O)N2CCOCC2)c1 | -0.2 | -10% | -3% | 0.8 | -4% | 4% | -1% | 0
CC(=O)N1CCc2ccc([N+](=O)[O-])cc21 | -1.7 | -9% | 11% | 1.7 | 0% | 3% | -4% | 1
O=C(O)c1ccc2c(c1)SC1=NS(=O)(=O)CCN12 | -0.4 | -3% | 9% | -0.5 | -18% | 1% | 20% | 1
O=C(NC1CCCCC1)c1cc(F)cc2c1OCOC2 | -0.9 | 20% | -13% | -0.7 | -2% | 2% | 3% | -1
CCCCCCOc1ccc(N2C(=O)CC(N3CCN(C(=O)c4ccco4)CC3)C2=O)cc1 (stereo not drawn) | -0.4 | -22% | 4% | -0.5 | -9% | -33%[inhibitor] | 9% | 16
O=C(O)COCC(=O)N1CCN(C2c3ccccc3-c3ccccc32)CC1 | -1.9 | -13% | -17% | 0.8 | -4% | 12% | -3% | 2
O=c1[nH]c(SCc2nc3c(cnn3-c3ccccc3)c(=O)[nH]2)nc2ccccc12 | -2.1 | -4% | -8% | 0.4 | 4% | -6% | -2% | -25
O=C(OCCOCCN=C1NS(=O)(=O)c2ccccc21)c1ccncc1 | 3.4 | -7% | 0% | -0.1 | -10% | 2% | 15% | 27

In the list so far, 7 have an aryl methoxy group.
SMILES | CCT modulator | EPAC1 antagonist | WRN inhibitor | IL-2 act | PLK1 PBD block | EPAC2 agonist | EPAC1 ag | PI5P4Ka inh
COc1ccc(C(=O)NCCOc2cccc(OC)c2)cc1 | 0.4 | -14% | 11% | -1.7 | -2% | 5% | -1% | -6
COc1cc(C(=O)Nc2ccc(C(=O)NCC3CCCO3)cc2)cc(OC)c1OC (stereo not drawn) | -1.4 | -2% | 11% | 0.2 | 4% | -8% | -1% | 3
COc1ccc(NC(=O)CS(=O)c2ccc(Cl)c(Cl)c2)cc1 (stereo not drawn) | -0.4 | 9% | 3% | 0.7 | 1% | -5% | -6% | 0
COC(=O)CN1C(=O)N/C(=C/c2ccccc2OC)C1=O | -1.0 | 5% | -3% | -2.2 | 0% | 6% | 2% | 5
COc1ccccc1C(=O)NCCCn1cc(Br)c(C)n1 | -8.2 | 4% | 0% | -1.2 | 2% | -6% | -3% | ·
COc1cc(S(=O)(=O)NC2CC(C)(C)NC(C)(C)C2)c(OC)cc1Cl | -1.6 | 13% | 8% | 1.1 | -7% | 5% | 11% | 2
COc1ccc(C(=O)C[n+]2cccc3cc(OC)ccc32)cc1 | 0.8 | -5% | 8% | -1.3 | 6% | 11% | -5% | -5
